RAD54 branch: inhibitors of human RAD54 branch migration, primary screen, biochemical, fluorescence, single point | DNA repair and recombination protein RAD54-like (Homo sapiens), Q92698 | RAD54 Holliday junction branch migration, FAM/BHQ fluorescence | inhibition, % at 10.4 µM | 360,000 compounds, 0.14% hits;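 active = mean normalized replicate activity at least 40 and at least half of replicates scoring 40 or more; inconclusive = only one of the two criteria met; inactive = mean below 40 and under half of replicates reaching 40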;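 also: 0% = median of neutral control wells and 100% = median of positive control wells; inhibitors cause a drop in the FAM fluorescence signal; in these data hits start at about 50%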
Target sequence (Q92698 whole entry, looked up): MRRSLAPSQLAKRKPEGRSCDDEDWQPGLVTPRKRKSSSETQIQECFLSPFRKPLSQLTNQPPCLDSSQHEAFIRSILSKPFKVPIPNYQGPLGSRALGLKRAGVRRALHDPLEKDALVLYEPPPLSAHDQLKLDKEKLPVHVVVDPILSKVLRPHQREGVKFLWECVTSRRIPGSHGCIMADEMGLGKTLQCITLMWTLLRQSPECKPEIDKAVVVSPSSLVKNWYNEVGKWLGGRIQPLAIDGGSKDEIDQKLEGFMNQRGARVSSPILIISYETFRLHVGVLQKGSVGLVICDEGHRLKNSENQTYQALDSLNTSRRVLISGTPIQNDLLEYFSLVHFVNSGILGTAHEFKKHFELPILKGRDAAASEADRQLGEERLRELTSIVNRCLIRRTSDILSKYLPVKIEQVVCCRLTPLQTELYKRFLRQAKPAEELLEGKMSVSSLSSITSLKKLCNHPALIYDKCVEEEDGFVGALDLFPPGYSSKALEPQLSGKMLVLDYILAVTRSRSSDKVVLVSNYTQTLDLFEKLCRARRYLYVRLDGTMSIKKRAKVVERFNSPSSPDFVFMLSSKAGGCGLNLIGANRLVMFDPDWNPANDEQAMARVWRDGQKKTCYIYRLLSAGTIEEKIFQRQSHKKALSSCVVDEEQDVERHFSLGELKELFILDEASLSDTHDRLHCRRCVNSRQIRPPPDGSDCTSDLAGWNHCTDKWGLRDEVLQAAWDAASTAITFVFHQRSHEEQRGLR
RAD52 inh: RAD52 DNA annealing inhibitors, primary screen, biochemical, FRET, single point, set 2; recombinant RAD52 DNA annealing, FRET fluorescence; inhibition, % at 18.7 µM; 360,000 compounds, 0.46% hits;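 active = every replicate showing at least 50% inhibition; inconclusive = mean inhibition at least 50% but not in every replicate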
FN deposit inh: inhibitors of fibronectin matrix deposition, primary screen, AH1F cells, Alexa488-fibronectin fluorescence, plate reader | AH1F fibroblasts, overnight | AID 743247, 2014 | inhibition, % at 12.6 µM | 350,000 compounds, 0.086% hits;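 active = mean inhibition across replicates of 30% or more, regardless of how many single replicates reach that level; inconclusive = mean under 30% yet at least half of replicates reach 30%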;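 also: positive control wells lacked labelled fibronectin entirely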
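Measured by – fluorescence 485/525 nm · System – AH1F fibroblast monolayer, labelled fibronectin deposition · Amount – 10000 cells per well · Buffer or medium – serum-reduced DMEM (2% serum) · Doses – single dose, pinned · Also added – fluorescent fibronectin at 24 nM final · Schedule – 1 h cell attachment, overnight exposure to compound and label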
Xi reactivation: activators of inactive X chromosome reactivation, primary screen, imaging, XiGFP fibroblasts, GFP high-content imaging, set 2; XiGFP mouse fibroblasts, % GFP-positive cells imaging, 3 d; cells co-treated with 5-aza-dC sensitizer; scaled so ellipticine positive control = 100%; activation, % at 7.58 µM; 360,000 compounds, 0.055% hits; AID 743238, 2013;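 active = mean normalized replicate activation at least 10% and every replicate at or above 10%; inconclusive = only one of the two criteria met; inactive = mean below 10% and not all replicates reach 10%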;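 also: 0% = median of on-plate neutral control wells and 100% = ellipticine 6 µM median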
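Assay system: SV40-immortalized XiGFP fibroblast cells, line 68-5-11; buffer or medium: DMEM plus 5-aza-dC sensitizer; compound: one concentration, pinned; timing: compounds 3 days, fix/stain 15 min at room temperature; benchmarks: positive control ellipticine, 6 µM final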
E-sel inducer: E-selectin induction in HUVECs, primary screen, imaging, HUVEC, immunofluorescence imaging, single point | activation, % at 7.58 µM | normalized: neutral wells 0, TNF-alpha wells 100 | 260,000 compounds, 0.37% hits;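 active = mean E-selectin-positive cell signal at least 10% of the positive control, reached in at least 60% of replicates, without over 20% cell loss; inconclusive = no rule given, readout overlaps actives, possibly toxicity-flagged; inactive = the rest, including those meeting only one limit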;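 also: in these data hits start at about 27%; measured in HUVEC primary endothelial cells; signal is the percent of cells scored E-selectin positive by PE staining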
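Test system: HUVEC | Signal: Immunofluorescence imaging | Read-out: Percent E-selectin-positive cells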
esBAF inh: Bmi1 luciferase reporter increase in mESCs, primary screen, esBAF inhibitor project, mouse ES cells, Bmi1 luciferase knock-in, single point; 24 h; 100% = twice the neutral-well signal; reporter increase, % at 12.5 µM; 350,000 compounds, 2% hits; in the data active = activation above about 40%; inconclusive = no clear call, values can overlap the other calls;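 also: 0% = median of the plate's neutral control wells and 100% = double that signal; a rise in the Bmi1 reporter signal indicates esBAF inhibition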
S100A4 MyoIIA: inhibitors of S100A4-myosin IIA peptide binding, primary screen, biochemical, fluorescence polarization, TAMRA-MyoIIA peptide. 360,000 compounds, 0.14% hits. Protein S100-A4 (Homo sapiens), P26447. inhibition, % at 10.7 µM;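 active = mean inhibition of at least 70% across replicates, with every replicate also reaching that level; inconclusive = mean inhibition reaches 70% but some replicates fall short; inactive = mean inhibition below 70%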
Target sequence (P26447 whole entry, looked up): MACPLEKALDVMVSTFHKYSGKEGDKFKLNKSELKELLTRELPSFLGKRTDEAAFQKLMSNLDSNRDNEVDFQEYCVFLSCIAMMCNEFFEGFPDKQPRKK
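Test system: S100A4 monomer protein. Medium: HEPES buffer with Ca2+, pH 7.2. Reagent: fluorescent myosin IIA peptide, 5 nM. Compound dosing: single-point compound testing. Timing: 5 min between mix addition and reading. Benchmarks: DMSO neutral and TFP positive wells.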
EWS-Fli block: EWS/Fli-driven NR0B1 reporter inhibitors, primary screen, A673 cells, NR0B1 luciferase, luminescence, MLPCN library; inhibition, % at 12.6 µM; viability-normalised; 350,000 compounds, 0.67% hits;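 active = mean inhibition of at least 50% after viability correction, with every replicate also passing that limit; inconclusive = mean reaches 50% but only one of two replicates passes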;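 also: firefly luciferase signal divided by Alamar Blue viability fluorescence both relative to DMSO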
* = called active by the depositor; ? = inconclusive; · = not tested or not shown; & = joins results of further samples.

smiles	RAD54 branch	RAD52 inh	FN deposit inh	Xi reactivation	E-sel inducer	esBAF inh	S100A4 MyoIIA	EWS-Fli block
C[C@H](CO)N1C[C@H](C)[C@@H](CN(C)Cc2ccc(C(F)(F)F)cc2)Oc2ccc(N(C)C)cc2CC1=O	1	4	·	-0.6	?	4	14	7
Cc1ccc2cc(C#N)c(N3CCCN(S(=O)(=O)c4ccccc4)CC3)nc2c1C	-4	-60	·	·	·	-8	-4	1
O=C(CNC(=O)c1cccs1)Nc1ccc(N2CCOCC2)cc1	6	-13	-1	0.0	·	11	1	-17
Cn1cc(Br)c(C(=O)NNC(=O)c2ccc(Br)cc2)n1	·	-8	0	0.5	-0.5	·	1	-15
O=C(C[C@H]1C=C[C@@H](NC(=O)C2CC2)[C@@H](CO)O1)NCc1ccncc1	-2	-21	-10	-0.1	-0.1	-3	-16	-8
COc1ccc2c3c(n(C)c2c1)[C@@H](CO)N(C(=O)C1CC1)CC31CCN(C(=O)c2ccncc2)CC1	·	-9	·	0.3	-0.2	·	8	1
COc1ccc(CCNC(=O)C(=O)NCC2OCCN2C(=O)c2ccc(Cl)cc2)cc1OC (configuration not stated)	3	-10	4	0.1	·	·	-2	3
Cc1cc(C)c2nc(NCc3ccccc3O)sc2c1	10	-11	0	0.1	·	45*	0	-35
COc1ccc(Cn2ccnc2SCC(=O)Nc2ccccc2F)cc1	-20	-14	·	0.0	-0.3	28	2	·
O=C(Nc1c(Cl)cc2c(c1Cl)Cc1cc([N+](=O)[O-])ccc1-2)C(Cl)Cl	·	-9	-7	0.3	1.8	·	3	0
Cc1[nH]c2ccccc2c1SCC(=O)NNC(=O)Nc1ccc(OC(F)(F)F)cc1	6	-8	-4	0.0	1.3	-2	-1	8
Cc1cc(C)c2nc(SC(C)C(=O)NCC(=O)Nc3ccc(F)c(F)c3F)cc(C)c2c1 (configuration not stated)	·	-10	-2	0.1	·	·	-10	-7
COc1ccc(S(=O)(=O)N(C)C[C@H]2Oc3c(NC(=O)Nc4cccc5ccccc45)cccc3C(=O)N([C@H](C)CO)C[C@H]2C)cc1	-1	-7	5	-0.1	3.3	12	-3	20
Cc1nc2ccccn2c(=O)c1NC(=O)c1cccc2ccccc12	-2	-12	1	0.1	0.7	4	7	-4
C[C@H]1CN([C@@H](C)CO)C(=O)c2cc(C#Cc3ccccc3)cnc2O[C@@H]1CN(C)C(=O)c1ccccc1F	1	-5	-10	0.5	-0.1	3	0	-13

One compound at a time, from the list above:
C[C@H](CO)N1C[C@H](C)[C@@H](CN(C)Cc2ccc(C(F)(F)F)cc2)Oc2ccc(N(C)C)cc2CC1=O is entered as RAD54 branch = 1; RAD52 inh = 4; FN deposit inh = ·; Xi reactivation = -0.6; E-sel inducer = ?; esBAF inh = 4; S100A4 MyoIIA = 14; EWS-Fli block = 7
COc1ccc2c3c(n(C)c2c1)[C@@H](CO)N(C(=O)C1CC1)CC31CCN(C(=O)c2ccncc2)CC1 is entered as RAD54 branch = ·; RAD52 inh = -9; FN deposit inh = ·; Xi reactivation = 0.3; E-sel inducer = -0.2; esBAF inh = ·; S100A4 MyoIIA = 8; EWS-Fli block = 1

More structures:
smiles	RAD54 branch	RAD52 inh	FN deposit inh	Xi reactivation	E-sel inducer	esBAF inh	S100A4 MyoIIA	EWS-Fli block
O=C(NCc1ccccc1)Nc1cccn(Cc2c(F)cccc2Cl)c1=O	·	2	6	-0.2	·	·	1	-4
O=C(CCCCCCCC(=O)N1CCCCC1)N1CCCCC1	4	-5	-2	0.0	·	0	-5	-8
Cc1noc(C)c1S(=O)(=O)Nc1ccc2c(c1)CC(=O)N([C@H](C)CO)C[C@@H](C)[C@H](CN(C)Cc1ccc(Oc3ccccc3)cc1)O2	1	·	3	0.2	-0.2	2	·	2
Cc1c(NC(=O)CCCCCN2C(=O)C3C4C=CC(C4)C3C2=O)c(=O)n(-c2ccccc2)n1C (configuration not stated)	-8	-13	-1	0.0	0.8	-1	7	-16
Cc1c(C(=O)N2CCN(S(=O)(=O)c3cccs3)CC2)oc2ccc(F)cc12	11	-8	0	0.5	0.0	6	16	6
COc1ccc(/C=C(\NC(=O)c2ccccc2)C(=O)N2CCN(C)CC2)cc1	4	-5	2	0.0	·	-3	6	-4
COc1ccc2cc(CCNC(=O)CCc3ccccc3)c(=O)[nH]c2c1	7	-6	4	0.1	·	1	-2	6
C[C@H]1CN([C@@H](C)CO)C(=O)c2cccc(NS(=O)(=O)c3ccc(Cl)cc3)c2O[C@H]1CN(C)Cc1ccc(C(=O)Nc2ccccc2N)cc1	3	0	-8	-0.8	9.6	0	5	36
O=c1c(N=Nc2ccccc2)c[nH]n1-c1ccccc1	-20	0	-7	0.1	1.7	18	-1	-7
Cc1noc(C)c1NC(=O)Nc1ccc2c(c1)C(=O)N([C@@H](C)CO)C[C@@H](C)[C@H](CN(C)C(=O)Nc1c(C)noc1C)O2	4	-4	·	-0.1	-0.1	-1	6	-9
COc1ccc(C)cc1S(=O)(=O)Nc1cc2c3c(c1)C(C)C(=O)N3CCC2 (configuration not stated)	3	-8	2	0.2	3.8	·	12	13
O=C(C[C@@H]1CC[C@@H]2[C@H](COC[C@@H](O)CN2C(=O)Nc2ccc3c(c2)OCO3)O1)N1CCN(c2ccccc2)CC1	1	-10	-9	0.0	0.1	29	0	·
Cc1c(NC(=O)C(C)N(c2ccccc2)S(C)(=O)=O)c(=O)n(-c2ccccc2)n1C (configuration not stated)	·	-7	0	0.0	·	·	-1	-4
Cn1c(CSCc2ccc(Cl)cc2)nnc1SCC(=O)Nc1nccs1	5	-7	5	·	·	5	8	·
Cc1ccc(C)n1-c1ccc(C#N)cn1	·	-16	4	0.1	-3.7	·	-2	4

smiles	RAD54 branch	RAD52 inh	FN deposit inh	Xi reactivation	E-sel inducer	esBAF inh	S100A4 MyoIIA	EWS-Fli block
CCN(CC(=O)Nc1c(F)cccc1F)C(=O)CNC(=O)COc1ccccc1	2	1	-1	-0.2	0.0	-3	-2	-3
COc1ccc(S(=O)(=O)N(CC(=O)NCc2ccncc2)c2ccc(C)cc2)cc1Br	-5	-7	-6	0.2	·	-4	17	3
Nc1[nH]c(C(=O)c2ccc(Br)cc2)c(-c2ccccc2Cl)c1C(=O)NCCc1c[nH]c2ccccc12	·	-25	-8	-0.1	0.4	·	-1	3
CCCCN(C(=O)c1cccc(S(=O)(=O)N2CCCCC2)c1)C1CCS(=O)(=O)C1 (configuration not stated)	·	-9	5	0.0	2.2	0	-19	·
Cc1nc2c(cc1NC(=O)C(C)(C)C)nc(C)n2Cc1ccccc1	3	-15	0	0.1	0.0	-6	-1	7
COc1ccc(S(=O)(=O)N(C)CC(=O)NCc2cccnc2)cc1	-2	-5	-4	·	·	·	-1	·
CO[C@@H]1CN(C)C(=O)c2ccc(NC(=O)Cc3ccccc3)cc2OC[C@@H](C)N(C(C)=O)C[C@H]1C	7	5	-3	-0.1	-0.1	1	0	6
COCCN(C(=S)Nc1ccc(C)cc1C)C(C)c1ccco1 (configuration not stated)	·	-12	4	-0.3	1.7	-2	8	8
Fc1ccc(Cn2nnc(-c3ccc(CN4CCOCC4)cc3)n2)cc1	-3	·	3	·	4.6	5	·	·
C=CCN1C(=O)C(CC(=O)Nc2ccccc2)S/C1=N/c1nccs1 (configuration not stated)	·	-13	1	0.1	2.3	·	9	-12
COc1ccc(OC)c(-n2c(-c3cc(-c4ccco4)[nH]n3)n[nH]c2=S)c1	·	-30	-6	0.0	4.2	·	0	11
O=C(OCCCN1CCOCC1)c1ccc(O)c(O)c1	·	-25	-2	0.3	·	·	-1	12
Cc1noc(C)c1NC(=O)N(C)C[C@H]1OCc2cn(nn2)CCCC(=O)N([C@@H](C)CO)C[C@@H]1C	-7&6&9	-9&5&5	-6&2	0.1&0.3	0.0&0.4	-5&3&1	-1&-8&7	3&5&-5
CCn1nc(NC(C)=O)c2cc3ccc(C)cc3nc21	·	-9	4	0.0	0.2	·	-4	2
C[C@@H]1CN([C@H](C)CO)C(=O)c2cc(NC(=O)Cc3cn(C)c4ccccc34)ccc2O[C@H]1CN(C)Cc1ccc(C(=O)Nc2ccccc2N)cc1	4	24	1	-0.1	0.5	-11	-37	16

smiles	RAD54 branch	RAD52 inh	FN deposit inh	Xi reactivation	E-sel inducer	esBAF inh	S100A4 MyoIIA	EWS-Fli block
C[C@@H]1CN([C@H](C)CO)C(=O)c2cc(NC(=O)NC3CCCCC3)ccc2O[C@@H]1CN(C)Cc1ccc2c(c1)OCO2	10	2	·	-0.1	-3.0	-3	-4	0
COc1ccccc1CC(=O)NCCCc1ccccc1	-4	2	-2	0.0	-0.1	-5	2	-15
CCSC1=NCCN1C(=O)C(C)(C)Oc1ccc(Cl)cc1	·	-26	-3	0.0	0.0	·	2	-2
Cc1ccc(NC(=O)c2c3c(nc4ccccc24)CCC3)cc1	-6	-34	-5	0.0	1.3	-5	-3	-5
Cc1ccc(/C=C/C(=O)NC(=S)N2CCN(c3ccc(F)cc3)CC2)cc1	·	-7	-16	0.3	·	·	3	2
COCCNC(=O)c1cc2c(c(-c3cccc(C4=CCCCC4)c3)n1)[C@@H](CCO)N([S@](=O)C(C)(C)C)C2	·	-19	4	0.0	0.3	·	-36	·
COCCNC(=S)N/N=C/c1ccc(-c2ccc([N+](=O)[O-])cc2)o1	-8	-33	0	1.8	·	-5	1	10
Cc1ccccc1OCC(=O)OCC(=O)NCCNC(=O)COC(=O)COc1ccccc1C	·	-4	7	0.1	1.0	2	-2	7
Cc1ccc(/C=N/NC(=O)c2ccc(OC3CCCC3)cc2)o1	3	-18	-1	-0.1	0.0	·	0	·
CCNC(=S)Nc1cc(-c2ccc(Cl)cc2)[nH]n1	·	-10	-14	0.0	1.1	·	1	-38
Cc1noc(C)c1S(=O)(=O)Nc1ccc2c(c1)C(=O)N([C@H](C)CO)C[C@@H](C)[C@@H](CN(C)Cc1ccc(-c3ccccc3)cc1)O2	-1	-31	·	0.1	0.7	6	-29	6
Cc1ccn2c(CNCC3OCCc4ccccc43)c(C(=O)N3CCCCCC3)nc2c1 (configuration not stated)	7	·	8	0.0	·	-4	·	·
